M1 ag: M1 muscarinic receptor agonists, primary screen, CHO-M1 cells, Fluo-4 calcium, agonist mode. 64,000 compounds, 3% hits. Muscarinic acetylcholine receptor M1. AID 626, 2007. B-score at 10 µM. Fluo-4 calcium fluorescence; stronger effect = higher value;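 active = fluorescence rise, raw or as B-score row- and column-corrected plate score, outside the 99.7% band of its plate's samples, either direction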
Ecoli tolC: growth inhibitors of E. coli tolC mutant, primary screen, strain BW25113 ΔtolC::kan, 384-well; OD615; growth inhibition, % at 10 µM (by protocol); 65,000 compounds, 2.2% hits; AID 573, 2007;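 active = growth inhibition at or above a cutoff equal to the mean over every tested compound plus 3 SD, cut at about 60% in these data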;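 also: growth measured after 20 h incubation at 37 °C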
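System: E. coli ΔtolC::kan strain BW25113; Buffer or medium: LB broth supplemented with 50 µg/mL kanamycin; Compound: 10 µM final, single dose; Incubation: bacterial growth with compound for 20 h at 37 °C; Signal: A615 absorbance measurement; Evaluation: growth inhibition in percent.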
SF-1 act: activators of human SF-1, primary screen, cell-based, CHO-K1, Gal4-SF-1 LBD, luciferase luminescence. Steroidogenic factor 1 (Homo sapiens), Q13285. CHO-K1 Gal4-SF-1 LBD luciferase reporter; % increase over DMSO SF-1-specific signal. activation, % at 10 µM. 65,000 compounds, 1.9% hits. AID 522, 2006;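 active = activation above the mean activation of all tested compounds plus 3 SD, cut at about 50% in these data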
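Test system: CHO-K1 cells co-transfected with Gal4 DBD–human SF-1 LBD, 5xGal4 luciferase reporter. Quantity: 4,000 cells per well. Compound: 10 µM only. Incubation: compound added 1 h post-seeding, 20 h exposure at 37 °C, 5% CO2. Detection: SteadyLite luciferase luminescence. Replication: one test per compound.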
Ec RNAP inh: E. coli RNAP inhibitors, biochemical. 62,000 compounds, 0.2% hits. E. coli RNA polymerase, fluorescence transcription assay. AID 559, 2006. inhibition, %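 (tested at 10 µM)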. DNA-directed RNA polymerase subunit beta (Escherichia coli (strain K12)), P0A8V2; in the data active = inhibition above about 20%;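 also: 0% = enzyme without compound and 100% = no enzyme blank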
Target sequence (P0A8V2 whole entry, looked up): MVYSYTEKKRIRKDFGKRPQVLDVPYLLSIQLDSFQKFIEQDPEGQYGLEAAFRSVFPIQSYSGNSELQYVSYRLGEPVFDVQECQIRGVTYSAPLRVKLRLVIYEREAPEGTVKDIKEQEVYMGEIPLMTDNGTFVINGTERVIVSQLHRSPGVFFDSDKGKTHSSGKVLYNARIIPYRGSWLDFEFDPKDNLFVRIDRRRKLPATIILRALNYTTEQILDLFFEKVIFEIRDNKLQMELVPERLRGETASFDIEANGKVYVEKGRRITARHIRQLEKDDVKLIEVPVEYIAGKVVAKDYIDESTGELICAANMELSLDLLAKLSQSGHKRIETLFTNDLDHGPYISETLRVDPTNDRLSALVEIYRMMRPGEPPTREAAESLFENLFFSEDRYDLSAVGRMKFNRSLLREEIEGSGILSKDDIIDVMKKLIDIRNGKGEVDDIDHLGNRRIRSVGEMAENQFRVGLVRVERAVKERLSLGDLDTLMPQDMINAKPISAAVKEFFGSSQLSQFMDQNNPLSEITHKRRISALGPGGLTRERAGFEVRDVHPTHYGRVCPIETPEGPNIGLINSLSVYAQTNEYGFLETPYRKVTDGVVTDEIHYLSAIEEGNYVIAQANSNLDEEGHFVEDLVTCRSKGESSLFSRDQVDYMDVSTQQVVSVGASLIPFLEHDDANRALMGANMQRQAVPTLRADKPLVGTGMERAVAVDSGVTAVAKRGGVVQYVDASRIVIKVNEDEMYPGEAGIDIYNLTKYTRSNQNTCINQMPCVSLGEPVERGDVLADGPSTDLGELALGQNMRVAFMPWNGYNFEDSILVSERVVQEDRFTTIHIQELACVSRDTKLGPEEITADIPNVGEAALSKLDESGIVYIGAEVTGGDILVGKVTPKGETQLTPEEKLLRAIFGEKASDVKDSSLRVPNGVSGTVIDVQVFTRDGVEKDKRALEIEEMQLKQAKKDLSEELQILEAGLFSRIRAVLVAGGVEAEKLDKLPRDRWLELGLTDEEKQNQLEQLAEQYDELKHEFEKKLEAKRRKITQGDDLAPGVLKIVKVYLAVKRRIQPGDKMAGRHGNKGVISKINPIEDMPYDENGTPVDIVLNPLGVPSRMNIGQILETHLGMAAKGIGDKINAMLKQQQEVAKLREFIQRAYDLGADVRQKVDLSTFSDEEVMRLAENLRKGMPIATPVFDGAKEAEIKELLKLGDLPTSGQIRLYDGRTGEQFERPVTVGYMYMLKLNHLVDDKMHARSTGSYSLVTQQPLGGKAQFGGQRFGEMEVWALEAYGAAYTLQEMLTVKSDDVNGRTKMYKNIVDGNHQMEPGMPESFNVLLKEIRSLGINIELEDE
Fluor 339 460: intrinsic fluorescence of library compounds, ex339/em460 – biochemical, MLSMR library, data from DPM-DC assay, artefact control, profiling panel | 65,000 compounds, 5.5% hits | fluorescence fold increase at 10 µM | AID 709, 2007 | compound autofluorescence, ex339/em460 nm, NADH buffer; stronger effect = higher value; 1 = no-compound wells, NADH background;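 active = at 10 µM, mean starting fluorescence two-fold or more over control wells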;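 also: signal is the first read of a kinetic run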
NADH enzymes: inhibitors of PK/LDH coupling enzymes, profiling panel, artefact control, biochemical, MLSMR library. 65,000 compounds, 0.02% hits. IC50, µM (series often up to 10 µM), for inactives: top-dose inhibition. coupled PK/LDH NADH assays, four targets;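 active = single-dose screening hits from any of four coupled enzyme assays that gave an IC50 when retested across doses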;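 also: the DPM-DC format reads NADH fluorescence rather than 340 nm absorbance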
TNAP act mid DEA: human TNAP enzyme activators, primary screen, biochemical, luminescent, intermediate phosphate acceptor level; purified TNAP, CDP-star luminescence, 100 mM DEA, 30 min; stronger effect = higher value; scale: 0 levamisole-inhibited, 1 vehicle-only enzyme; activation factor at 20 µM; 64,000 tested, under 10 active; AID 813, 2007;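 active = activation factor of at least 2 at 20 µM, relative to controls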
M1 antagonist: antagonists of rat M1 muscarinic receptor; AID 628, 2007; B-score at 10 µM; CHO-M1 cells, Fluo-4 calcium, ACh EC80 antagonist mode; stronger effect = lower value; 64,000 compounds, 3.4% hits;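 active = calcium fluorescence response, raw or row-and-column corrected B-score, differing from the plate sample mean either way at a set confidence level, mostly lower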
RORA act: activators of orphan receptor RORA, primary screen, cell-based, luminescence; CHO-K1 Gal4-RORA LBD luciferase reporter; percent increase over mock-subtracted basal signal; activation, % at 10 µM; 65,000 compounds, 1.5% hits; AID 560, 2006;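 active = activation above the mean of all tested compounds plus 3 SD, cut at about 49% in these data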;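 also: 0% = DMSO-treated RORA cells and 100% = added signal equal to DMSO minus mock-transfected cells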
* marks the source's active call; other numbers are inactive results; nt = not tested or not shown; [ ] = remark or other dose.

SMILES	M1 ag	Ecoli tolC	SF-1 act	Ec RNAP inh	Fluor 339 460	NADH enzymes	TNAP act mid DEA	M1 antagonist	RORA act
Cc1ccc(S(=O)(=O)CC(c2ccccc2)N2CCOCC2)cc1 (stereo not drawn)	0	3.8	8.6	6.5	1.08	0.0%	1	1.23	-22.4
CCOC(=O)c1ccc2[nH]c3c(c2c1)CN(C)CC3	-0.0462	2.5	-6.8	5.2	1.14	2.0%	0.8	0.189	-12.2
COc1ccc(-c2cc(C(=O)NC(C(=O)O)C(C)C)c(C)o2)cc1OC (stereo not drawn)	-0.00595	-5.1	56.5*	8.0	1.05	6.0%	0.9	0.281	27.0
C=CCSc1nc(N)c2c(C)c(C)sc2n1	1	19.7	23.9	6.3	1.06	2.0%	0.9	0.195	14.1
O=C(C1CCN(c2nnc(-n3cccc3)s2)CC1)N1CCOCC1	0.5	-15.7	21.9	7.3	1.01	3.0%	0.9	-0.169	4.0
COc1ccc(OC)c(N=CC2=C(O)CC(C)(C)CC2=O)c1	0.444	-0.9	13.8	nt	1.05	1.0%	0.9	0.536	10.2
Cc1sc2ncnc(OCC(=O)NCC3CCCO3)c2c1C (stereo not drawn)	-0.341	-23.9	-6.2	1.9	1.07	0.0%	1	-1.03	-20.0
Cn1c(=O)[nH]c(=O)c2c1nc(N1CCCC1)n2CCCSc1nc2ccccc2o1	-0.988	19.7	15.8	3.7	1.12	7.0%	1	-0.0374	-3.1
COCCSc1nnc(-c2cnccn2)o1	1.24	-14.1	-2.7	10.9	1.25	5.0%	0.9	0.738	-0.1
CCOC(=O)NCc1ccc2c(c1)cc(C)n2C	-1.71	-3.6	-11.0	9.1	0.83	11.0%	nt	-0.111	-0.1
N#CC1=C(N)C(C#N)(C#N)[C@H](c2c(F)cccc2F)[C@H]2CC3(CC=C12)OCCO3	2.61	17.1	-2.8	2.2	1.21	5.0%	1	0.0626	19.5
COc1ccc(N=C2SC(CC(=O)Nc3ccccc3)C(=O)N2CC2CCCO2)cc1 (stereo not drawn)	0.613	6.0	-11.2	0.1	1.07	3.0%	1	1	-11.1
Cc1cc(NC(=O)c2ccc(Cl)cc2)no1	0.665	-17.8	39.2	-6.5	1.01	3.0%	0.9	0.0139	38.1
CC(=O)c1c(C)n([O-])c2ccc(C)cc2[n+]1=O	-0.5	71.9*	8.1	2.4	1.37	2.0%	1	-0.167	3.4
CCn1c2ccccc2c2cc(C3C(C#N)=C(N)OC4=C3C(=O)CC(C)(C)C4)ccc21 (stereo not drawn)	0.887	5.8	7.0	1.1	1.05	4.0%	0.9	-0.00156	6.3
COc1ccc2c(c1)Sc1ccccc1N2CCN(C)C	0.437	8.9	6.0	8.4	1.06	2.0%	0.8	-8.57*	18.6
CCOC(=O)c1ccc(NC(=O)Nc2ccn(C)n2)cc1	-0.204	12.3	9.9	5.9	1.04	4.0%	0.9	1.28	-16.2
COc1cccc(C(=O)CN2CCN(S(=O)(=O)c3ccc(Br)cc3)CC2)c1	nt	-0.9	-0.1	4.3	0.98	4.0%	0.9	nt	-0.6
CC(=O)c1ccc(N2CCN(C(=O)COc3ccc(F)cc3)CC2)c(F)c1	1.47	10.1	-26.9	6.9	1.09	4.0%	1	-0.0583	-13.7
C=CCOc1ccc(/C(O)=C2\C(=O)C(=O)N(CCCOC)C2c2ccc(O)c(OC)c2)cc1 (stereo not drawn)	-0.183	-7.6	-10.6	8.6	1.09	2.0%	0.9	0.485	-9.1
Cc1cnc(C(=O)Nc2cccc3cccnc23)cn1	-0.463	1.9	-60.9	6.6	1.04	6.0%	0.9	0.297	-27.0
CN1CCN(S(=O)(=O)c2ccc(NC(=O)c3ccc(F)cc3)cc2)CC1	0.2	-8.4	5.7	3.7	1.03	2.0%	0.9	3.46*	-14.0
CC(=O)N(Cc1ccc2c(c1)OCO2)C1CC(=O)N(CCc2ccccc2)C1=O (stereo not drawn)	0.144	-1.3	9.8	5.6	1.13	0.0%	0.9	0.828	12.6
Cc1cc(NC(=O)CSc2nnc(-c3ccc4c(c3)OCCO4)o2)no1	nt	0.5	3.6	4.0	1.14	2.0%	1	nt	22.7
COc1ccccc1-c1n[nH]c(=S)o1	nt	-0.2	1.4	-1.1	1.53	3.0%	0.9	nt	0.9
O=C(NCc1ccco1)c1nc2nc(-c3cccs3)cc(C(F)(F)F)n2n1	0.401	-6.0	-10.1	-26.8	3.84*	1.0%[fluoresces]	0.9	-0.465	-4.8
N#CCCN1CCN(Cn2c3ccccc3c3ccccc32)CC1	0.0654	7.3	3.3	3.1	1.18	0.0%	0.9	0.553	-11.6
COc1cccc(-n2c(SCC#N)nnc2-c2cnccn2)c1	0.0417	-23.8	5.3	4.2	1.04	7.0%	0.9	0.609	-19.3
COc1cc(-c2ccccc2)nc(N)n1	0.062	-7.2	nt	2.5	1.15	2.0%	0.9	-0.167	nt
Cn1c(N)c(C(=O)NCc2ccccc2Cl)sc1=S	-0.465	6.3	-10.6	-1.2	1.03	9.0%	0.8	-0.249	-0.2
CN1CCN(C2=C(Cl)C(=O)N(c3ccc(Cl)c(Cl)c3)C2=O)CC1	-0.345	3.4	-3.0	1.4	0.99	5.0%	1.1	0.328	-17.7
C=CCn1c(SCC(=O)Nc2cc(NC(C)=O)ccc2OC)nnc1-c1cccnc1	-0.63	-15.7	6.8	3.4	1.03	5.0%	0.9	-0.396	-12.2
Cc1cn2nc(N)c3ccccc3c2n1	0.355	-1.9	1.5	0.6	4.97*	8.0%[fluoresces]	0.9	1.06	-5.1
N#CCSc1nc2ccccc2c(=O)n1CCC(=O)NC1CCCCC1	0.57	-0.8	-9.6	3.4	0.97	8.0%	0.9	1.08	22.2
CC(C)CN(C(=O)COC(=O)c1ccc2c(c1)NC(=O)CS2)C1CCS(=O)(=O)C1 (stereo not drawn)	0.863	-8.2	-7.4	4.1	1.04	7.0%	0.9	1.17	1.6
Cc1oc(-c2ccccc2)nc1C(=O)OCC(=O)NC(=O)NCC(C)C	0.0689	7.5	7.0	8.0	0.9	8.0%	0.9	-0.185	-12.8
CC(C)c1ccccc1NC(=O)CCCC(=O)O	0.442	-16.1	9.5	3.5	1.12	6.0%	0.9	0.438	-6.8
Cn1c(=O)c(=O)n(C)c2cc(S(=O)(=O)N3CCOCC3)ccc21	1.62	-13.7	19.0	1.6	1.36	3.0%	0.9	0.0777	-9.5
Cc1ccc(N2CC(C(=O)Nc3ccccn3)CC2=O)cc1 (stereo not drawn)	4.57*	-10.2	5.1	1.0	1.1	0.0%	1	0.309	-4.5
CCN1c2ccccc2-c2nc3ccccc3n2C1c1ccccn1 (stereo not drawn)	-0.399	32.7	6.4	-0.4	3.79*	8.0%[fluoresces]	0.9	-1.02	5.0
CC(=O)N[C@@H](CS)C(=O)O	0.394	6.9	-4.6	8.8	1	3.0%	0.9	0.00113	-10.9
CC1(C)NC(C)(C)c2nonc2/C1=N\O	nt	-10.9	4.5	10.7	1.02	16.0%	1	nt	-9.4
CCCc1cc(=O)n2[nH]c(NCc3c(Cl)cccc3Cl)nc2n1	0.041	16.8	2.0	12.7	1.12	8.0%	0.9	-0.245	-1.3
Cc1ccccc1-n1c(SCc2cc(=O)n3ccccc3n2)nc2[nH]ncc2c1=O	0.0606	3.1	23.8	-3.0	2.22*	4.0%	1	0.245	-4.8
COc1cccc(C2C(C(=O)c3sc(C)nc3C)=C(O)C(=O)N2CCN2CCOCC2)c1 (stereo not drawn)	0.421	-14.6	-5.7	2.6	1.1	4.0%	0.9	-2.37	14.4
CCOC(=O)C1CCN(S(=O)(=O)c2cc(Cl)c(C)cc2OC)CC1	0.287	33.1	-10.9	-10.7	1	4.0%	0.9	0.75	6.2
COCCNC(=O)c1c(N)n(-c2cccc(C)c2)c2nc3ccccc3nc12	0.0174	-10.7	-26.1	-12.6	3.87*	9.0%[fluoresces]	1	-0.358	12.9
Cc1c(Cl)cccc1N1CC(C(=O)Nc2nccs2)CC1=O (stereo not drawn)	-0.279	-7.1	-5.1	13.6	1.06	2.0%	1	0.127	6.0
CCc1nc2ccccc2n(CCOCCn2c(=O)c(CC)nc3ccccc32)c1=O	-0.264	-3.5	11.9	5.9	1.3	2.0%	0.9	0.0158	-5.0
CCN(CC)S(=O)(=O)c1ccc(NC(=O)Cn2cnc3ccccc3c2=O)cc1	0.69	43.4	-7.5	10.4	1.04	2.0%	0.9	0.257	-18.4

Records listed above printed as active in M1 antagonist:
canonical_smiles | M1 ag | Ec RNAP inh | Fluor 339 460 | NADH enzymes | TNAP act mid DEA | M1 antagonist
COc1ccc2c(c1)Sc1ccccc1N2CCN(C)C | 0.437 | 8.4 | 1.06 | 2.0% | 0.8 | -8.57*
CN1CCN(S(=O)(=O)c2ccc(NC(=O)c3ccc(F)cc3)cc2)CC1 | 0.2 | 3.7 | 1.03 | 2.0% | 0.9 | 3.46*

Further results.
SMILES	M1 ag	Ecoli tolC	SF-1 act	Ec RNAP inh	Fluor 339 460	NADH enzymes	TNAP act mid DEA	M1 antagonist	RORA act
C=CCn1c(COc2ccc(Cl)cc2)nnc1SCC(=O)N1CC(=O)Nc2ccccc21	0.195	13.6	7.7	6.6	1.05	3.0%	0.9	-0.927*	-15.3
O=c1oc2c(CN3CCOCC3)c(O)ccc2c2c1CCC2	-0.0945	5.6	-7.4	-66.6	3.58*	7.0%[fluoresces]	0.9	0.0497	-23.8
CCN1C(=O)C2(C(C#N)=C(N)Oc3cc(C)oc(=O)c32)c2ccccc21 (stereo not drawn)	-0.165	-14.6	-3.4	2.6	1.12	0.0%	0.9	0.245	-13.2
O=C(c1cnn2c(C(F)F)cc(-c3ccccc3)nc12)N1CCOCC1	1.04	-5.6	1.2	6.3	3.7*	10.0%[fluoresces]	0.9	0.611	16.1
CC1=C(C(=O)OC(C)C)C(c2ccccn2)n2ncnc2N1 (stereo not drawn)	0.523	-10.5	-6.6	2.3	1.03	3.0%	0.9	0.526	11.7
CCC(C)(C)NC(=O)CN(C(=O)c1snc(C(N)=O)c1N)c1ccc2c(c1)OCO2	-0.108	14.8	-4.5	1.3	1.08	4.0%	0.9	-0.0932	-19.9
COc1cc(OC)cc(C(=O)N2CCN(c3ncccn3)CC2)c1	0.202	-8.5	-5.6	-2.1	1.12	9.0%	0.9	-0.419	2.3
O=C(O)c1ccccc1C(=O)NCc1ccccc1	1.21	-0.8	nt	nt	0.94	4.0%	0.9	-0.00331	nt
CC(=O)Oc1cccc(/C=c2\sc3nc(-c4ccco4)nn3c2=O)c1	-0.295	0.1	-9.6	3.4	1.06	2.0%	0.8	0.0755	-21.4

Random draw from the library, and some 15% of all compounds hit somewhere here.
